Compound activity from PubChem.
uPA generation – blocks generation of uPA at the cell surface | Potency, µM (highest dose often 38.3 µM), for inactives: top-dose activity change, negative = inhibition, usual class: inhibitors | hit rate 0.31% among 330,000 | cell surface uPA generation assay, qHTS; active = well fitted inhibition curve with a large enough effect; inconclusive = small, poorly fitted or top-dose-only effect; inactive = no such curve, though single readings can be large or run the other way; tested in mouse RAW 264.7 cells; also: potency is read from the fitted curve at half-maximal effect; % is scaled to controls: 0 for no effect and ±100 for the full control effect; nearly all actives have a fitted effect of over 55% in size
PTAP TSG101 blk – blocks PTAP/TSG101 interaction to inhibit HIV-1 budding | Q99816 | Fluorescence polarization, FITC-PTAP peptide / Tsg101 binding | Potency, µM (series often up to 115 µM), for inactives: at the top dose activity change, negative = inhibition, hits mostly inhibitors | 340,000 tested, under 10 active | AID 493005; active = well fitted inhibition curve with a large enough effect in the main read-out, with a control signal flat, not every such curve was filed as active; inconclusive = small, poorly fitted or top-dose-only effect, or effect the other way, or a change in a side signal; inactive = no such curve, though single readings can be large or run the other way; also: potency is read from the fitted curve at half-maximal effect; % of control where 0% means no effect
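Fluorescence anisotropy tracks displacement of a FITC-tagged PTAP peptide (50 nM) from the Tsg101 binding domain (10 uM), following a 20 min room-temperature incubation at pH 7.5.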
ELG1 DNA repair – ELG1-dependent DNA repair inhibition | Potency, µM (top dose mostly 46.1 µM), for inactives: at the highest dose activity change, negative = inhibition, actives largely listed as inhibitors | HEK293T ELG1-luciferase reporter, luminescence, 16 h; DNA damage induced by 5-fluorouridine | hit rate 2.3% among 330,000 | AID 504467; also: potency is read from the fitted curve at half-maximal effect; % is scaled to controls: 0 for no effect and ±100 for the full control effect; nearly all actives have a fitted effect of over 55% in size
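Reporter activity after DNA damage by 5-fluorouridine is monitored. Compound-treated cells incubate 16 hr at 37 °C, then ONE-Glo is added for 30 min before luminescence reading.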
Eya2 inh – Eya2 (human) phosphatase inhibition; O00167; recombinant Eya2, OMFP fluorescence dephosphorylation (OMFP is methylfluorescein phosphate); Potency, µM (top dose mostly 76.9 µM), for inactives: top-dose activity, negative = inhibition, most hits filed as inhibitors; hit rate 0.006% among 330,000; AID 488837; also: potency is read from the fitted curve at half-maximal effect; % is scaled to controls: 0 for no effect and ±100 for the full control effect
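Eya2 (0.2 uM) preincubated 10 min at ambient with compound, then OMFP substrate added at 50 uM; 10 min reaction in 50 mM HEPES pH 7.5, 50 mM NaCl, 5 uM MgCl2, 0.05% BSA, 1 mM DTT. Fluorescence read at Ex 485/Em 525 nm.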
Tb PFK block – blocks T. brucei phosphofructokinase. O15648. T. brucei PFK, ADP-Glo luminescence. Potency, µM (titrated, usually from 57.5 µM), for the others: top-dose activity, negative = inhibition, usual class: inhibitors. hit rate 0.17% among 330,000. AID 485367;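 also: potency is read from the fitted curve at half-maximal effect; 0% = uninhibited 1x PFK enzyme wells and -100% = no-enzyme wells; nearly all actives have a fitted effect of over 60% in size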
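PFK 1.25 nM, F6P 0.5 mM, ATP 0.1 mM, 0.1 M TEA pH 8.0, 5 mM MgCl2, 0.01% Tween20, 0.1% BSA; 45 min RT. ADP-Glo readout. qHTS titration up to 57 uM; curves fitted, compounds curve-classed.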
BCR signal inh – blocks chronic active B-cell receptor signaling. ABC-DLBCL IkBa-CBG/CBR reporter, luminescence ratio, 4 h. Potency, µM (top dose mostly 46.1 µM), inactives show top-dose ratio change, negative = lower green/red ratio, most hits filed as inhibitors. hit rate 0.05% among 340,000; active = well fitted inhibition curve with a large enough effect in the signal ratio, with a control signal flat, not every such curve was filed as active; inconclusive = small, poorly fitted or top-dose-only effect, or effect the other way, or a change in a side signal; the % refers to the signal ratio;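 also: potency is read from the fitted curve at half-maximal effect; plate controls were basal doxycycline-induced cells for no effect and cells given 10 µM MG132 for full effect; MG132 reads +100%, hits lower the ratio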
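Concentration-response series (up to 46 uM) were applied to TMD8 dual-reporter cells for 4 h at 37C with doxycycline. Green/red ratio, after filter-overlap correction, defined %Activity; red signal alone was normalised to basal cells and zero luminescence.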
USP2a block – inhibitors of human ubiquitin-specific protease USP2a | O75604 | USP2 core, Ub-CHOP2 coupled fluorogenic reporter, 485/531 | Potency, µM (series often up to 38.3 µM), without a hit: top-dose activity change, negative = inhibition, hits mostly inhibitors | hit rate 0.01% among 330,000;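 also: potency is read from the fitted curve at half-maximal effect; plate controls were DMSO wells for no effect and full inhibition by NEM control for full effect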
Target sequence (O75604 whole entry, looked up): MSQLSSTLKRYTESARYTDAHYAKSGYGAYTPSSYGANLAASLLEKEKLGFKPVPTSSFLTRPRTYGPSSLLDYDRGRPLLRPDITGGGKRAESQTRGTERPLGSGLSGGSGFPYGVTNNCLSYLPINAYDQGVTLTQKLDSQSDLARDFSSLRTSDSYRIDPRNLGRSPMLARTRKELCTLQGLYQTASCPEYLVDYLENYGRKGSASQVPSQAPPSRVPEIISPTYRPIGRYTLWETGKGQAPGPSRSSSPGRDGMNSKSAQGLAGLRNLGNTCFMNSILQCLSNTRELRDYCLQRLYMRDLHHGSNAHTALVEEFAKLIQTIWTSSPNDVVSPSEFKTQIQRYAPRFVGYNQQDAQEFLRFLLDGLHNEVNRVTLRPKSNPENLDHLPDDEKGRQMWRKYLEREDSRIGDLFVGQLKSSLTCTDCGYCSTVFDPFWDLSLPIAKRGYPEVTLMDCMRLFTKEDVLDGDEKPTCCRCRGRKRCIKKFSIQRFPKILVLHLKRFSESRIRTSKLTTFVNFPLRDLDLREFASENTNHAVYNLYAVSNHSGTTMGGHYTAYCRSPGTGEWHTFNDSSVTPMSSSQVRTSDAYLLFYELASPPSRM
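Deubiquitinase activity read as fluorescence (485/531 nm) after Ub-CHOP2 cleavage activates the enterokinase reporter on its substrate; USP2 core 10nM, Ub-CHOP2 and substrate 25nM each, 30min compound preincubation then 60min RT; data normalized to NEM, curves fitted.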
B2AR arrestin – beta2AR (human) beta-arrestin recruitment activity; beta-arrestin recruitment to beta2AR, cell-based reporter; Potency, µM (top dose mostly 46.1 µM), without a hit: at the highest dose activation, actives largely listed as activators; hit rate 0.02% among 330,000; P07550;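 also: potency is read from the fitted curve at half-maximal effect; 0% = DMSO controls and full agonism = EC100 isoproterenol or metaproterenol; nearly all actives have a fitted effect of over 65% in size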
Target sequence (P07550 whole entry, looked up): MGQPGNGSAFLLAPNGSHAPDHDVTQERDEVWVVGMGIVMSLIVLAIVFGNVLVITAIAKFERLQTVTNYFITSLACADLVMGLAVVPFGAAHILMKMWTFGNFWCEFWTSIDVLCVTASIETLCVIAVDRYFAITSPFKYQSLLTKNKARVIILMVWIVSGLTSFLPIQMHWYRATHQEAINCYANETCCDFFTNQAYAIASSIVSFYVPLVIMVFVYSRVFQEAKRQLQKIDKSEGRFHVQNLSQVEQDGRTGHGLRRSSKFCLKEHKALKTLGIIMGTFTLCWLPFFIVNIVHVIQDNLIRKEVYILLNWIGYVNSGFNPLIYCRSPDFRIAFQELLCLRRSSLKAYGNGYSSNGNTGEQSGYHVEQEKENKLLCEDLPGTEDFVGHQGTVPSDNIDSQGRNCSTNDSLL
TSHR antag – human thyrotropin receptor antagonism; P16473; TSHR-expressing cells, TSH-stimulated cAMP HTRF, 2 h; active compounds read low; activity change, negative = inhibition, % at 11.5 µM; hit rate 0.2% among 330,000;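 active = activity change below a set negative limit, meaning inhibition stronger than a set level, cut at about -70% in these data; inconclusive = activity change between two set negative limits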; also: % is scaled to controls: 0 for no effect and ±100 for the full control effect
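Inhibition of cAMP made by TSHR-expressing cells under TSH stimulation (4nM final, EC80; 2 h, 37 deg C) is quantified with a one-step lysis HTRF kit, anti-cAMP cryptate versus cAMP-d2.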
TCR act – activators of T cell receptors | primary human leukocytes, anti-CD3, IL-2 HTRF, 48 h | 330,000 tested, under 10 active | Potency, µM (doses to about 9.22 µM), for the others: top-dose activation of IL-2 secretion, hits mostly activators; also: % of control where 0% means no effect
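Activity was scored as IL-2 release from primary human leukocytes given only a TCR signal (a-CD3 beads) plus compound for 48 hr. Detection used a two-antibody HTRF format read at 665nm.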
Mito fusion yeast – inhibitors of mitochondrial division or activators of mitochondrial fusion; hit rate 0.23% among 320,000; Potency, µM (series often up to 46.1 µM), for inactives: at the highest dose growth rescue (activation), most hits filed as activators; AID 485298; S. cerevisiae fusion-defective mutant growth rescue, CellTiterGlo 48 h;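 also: potency is read from the fitted curve at half-maximal effect; % of control where 0% means no effect; nearly all actives have a fitted effect of over 45% in size; temperature-sensitive fusion mutants such as fzo1-1 at 37 °C on non-fermentable ethanol glycerol medium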
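S. cerevisiae fusion-defective temperature-sensitive mutants (e.g. fzo1-1, mgm1-5) grown 48 h at 37C in YPEG (ethanol/glycerol non-fermentable) medium with 23 nl compound per well; growth rescue read as CellTiterGlo luminescence.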
Active calls of the source: *; ? = inconclusive; . = not tested or not shown; [ ] = remark or other dose. Unless noted, calls follow the shape of the dose curve; as a rule, active = well fitted curve in the direction sought with a large enough effect; inconclusive = small, poorly fitted or top-dose-only effect, or another doubt; inactive = no such curve, though single readings can be large; an effect the other way counts as inactive or inconclusive.

SMILES	uPA generation	PTAP TSG101 blk	ELG1 DNA repair	Eya2 inh	Tb PFK block	BCR signal inh	USP2a block	B2AR arrestin	TSHR antag	TCR act	Mito fusion yeast
Cc1ccc(-c2noc(C3CCCN(C(=O)c4ccccc4Br)C3)n2)o1 (configuration not stated)	1%	-3%	?	0%	0%	0%	-2%	-0.8%	-6	1%	-9%
O=c1[nH]c(C2CCN(S(=O)(=O)c3ccc(S(=O)(=O)NC4CC4)cc3)CC2)nc2c1nnn2Cc1ccccc1	1%	-10%	18µM*	9%	-1%	?	-1%	0.5%	-3	10%	-3%
COc1ccc(C(=O)NCC(c2ccccc2)N2CCCC2)cc1S(=O)(=O)N1CCOCC1 (configuration not stated)	7%	-7%	9%	0%	12%	0%	0%	-0.2%	11	-8%	0%
CC1CCc2nc3ccccc3c(C(=O)OCC(=O)N(C)C3CCS(=O)(=O)C3)c2C1 (configuration not stated)	-8%	-3%	-5%	1%	2%	-10%	-1%	-0.1%	5	1%	1%
O=C(Cn1ccc2ccccc2c1=O)NCCC(=O)N1CCCCC1	-1%	0%	-2%	6%	2%	-7%	2%	-0.1%	-2	-3%	1%
NC(=O)CC(NC(=O)c1ccc(Br)cc1)c1ccc(NCc2ccc(F)c(F)c2)c([N+](=O)[O-])c1 (configuration not stated)	6%	3%	2%	-12%	-8%	7%	0%	-0.3%	9	1%	4%
Cc1cccc(N2CCN(CC(=O)Nc3ccc(-n4cnnn4)cc3)CC2)c1C	3%	1%	9%	-3%	-7%	-8%	0%	-0.2%	9	4%	-2%
Cn1c(=O)oc2cc(S(=O)(=O)N3CCC(C(=O)NCc4ccccc4)CC3)ccc21	4%	-4%	9%	-3%	-2%	9%	-2%	0.1%	3	3%	-1%
CCOc1ccc(CCN2C(=O)c3ccc(C(=O)O)cc3C2=O)cc1OCC	-2%	-3%	-1%	11%	0%	6%	3%	-0.4%	-3	5%	2%
Cc1cccc(N(C)C(=O)COc2cc(=O)n(C)c3ccccc23)c1	2%	0%	22%	-13%	1%	-13%	-2%	-0.4%	2	0%	-6%
CCOC(=O)c1ccc(NC(=O)c2cn(-c3ccccc3)nc2-c2ccncc2)cc1	-4%	-1%	18µM*	-28%	-11%	-4%	0%	-0.1%	-9	6%	25%
Cn1cc(CN2CCc3c([nH]c4ccccc34)C2C2CCCCC2)cn1 (configuration not stated)	0%	0%	-5%	-4%	-1%	-6%	2%	0.1%	8	2%	-8%
CN(C)c1nc(OCCNC(=O)COc2ccccc2Cl)nc(N(C)C)n1	5%	-5%	?	-5%	2%	-9%	1%	-0.2%	-22	-3%[46.1 µM]	3%
O=C(CCCOc1ccccc1)Nc1cccc([N+](=O)[O-])c1	-3%	-2%	?	-11%	-8%	-4%	3%	-0.1%	-3	-6%	4%
Cc1ccc(S(=O)(=O)N(CC(=O)NCc2ccccn2)c2ccc(Cl)cc2)cc1	0%	-4%	?	-4%	4%	?	-6%	0.5%	-46	-2%	5%
N#Cc1nc(-c2ccco2)oc1NCCN1CCOCC1	.	-4%	6%	-5%	-2%	9%	0%	-0.2%	-8	.	-3%
CCCn1nnc(NC(=S)NC(=O)c2cccs2)n1	0%	-3%	?	9%	5%	?	0%	-0.2%	4	4%[46.1 µM]	-3%
O=C(CCn1cnnn1)Nc1ccccc1F	1%	-3%	-3%	5%	-1%	4%	0%	-0.2%	10	.	0%
O=C(NCc1nnc2c(C(F)(F)F)cc(Cl)cn12)c1ccc2c(c1)OCO2	16%	-4%	12%	1%	1%	?	0%	0.1%	17	-1%	-14%
Cc1noc(C)c1-c1nc(CSc2ccc(Cl)cc2)no1	-18%	-1%	-7%	0%	1%	12%	-8%	0.1%	-12	0%	1%
C#CCn1c(=NC(=O)CSCC(=O)N2CCOCC2)sc2ccccc21	5%	1%	-4%	11%	3%	-5%	3%	-0.5%	-5	11%	1%
COc1cccc(CNC(=O)Cn2ccc3cc(S(=O)(=O)N4CCC(C)CC4)ccc32)c1	5%	-10%	-10%	-8%	1%	9%	3%	0.4%	-3	1%	-5%
Cc1ccc(C)c(NS(=O)(=O)c2cc(C(N)=O)ccc2C)c1	11%	0%	-2%	-12%	-12%	-4%	0%	0.4%	17	-5%	-1%
Nc1ccccc1CNc1nc(NCCO)nc2c1ncn2CCN1CCOCC1	-4%	0%	10%	-3%	0%	-2%	2%	-0.8%	0	10%	-5%
CCCCNC(=S)N(C)/N=C/c1ccc2c(c1)OCO2	-20%	-8%	13%	4%	7%	-3%	3%	0.4%	-6	-13%[46.1 µM]	30%
SMILES	uPA generation	PTAP TSG101 blk	ELG1 DNA repair	Eya2 inh	Tb PFK block	BCR signal inh	USP2a block	B2AR arrestin	TSHR antag	TCR act	Mito fusion yeast
CN=C1S/C(=C\c2ccc(OCC(=O)OC)c(OC)c2)C(=O)N1C	10%	-3%	1%	7%	1%	?	0%	-0.3%	29	-1%	-7%
O=C(N/N=C/c1cccnc1)C(O)(c1ccccc1)c1ccccc1	4%	-6%	-8%	-5%	-1%	1%	0%	-1.0%	10	4%	-5%
CC(C)(C)C1CCc2c(sc(NC(=O)C3CC=CCC3C(=O)O)c2C#N)C1 (configuration not stated)	1%	-7%	?	-16%	2%	?	0%	-0.2%	-15	-10%[46.1 µM]	-8%
CC(=O)c1c(C)oc2ccc(N(C(C)=O)S(=O)(=O)c3ccc(Cl)c([N+](=O)[O-])c3)cc12	-1%	-3%	?	-4%	-1%	?	-2%	-1.0%	?	-2%	7%
C[C@H](CO)N1C[C@H](C)[C@@H](CN(C)C(=O)NC2CCCCC2)Oc2ccc(NC(=O)c3ccncc3)cc2C1=O	-1%	0%	14%	-18%	7%	6%	3%	-2.5%	4	6%	.
COc1ccc(NC(=O)CSc2ncnc3[nH]ncc23)cc1	-7%	-1%	-5%	-3%	3%	-18%	1%	-0.7%	3	4%	0%
CCOC(=O)C1CCCN(S(=O)(=O)c2ccc(NC(C)=O)cc2)C1 (configuration not stated)	0%	-1%	?	1%	6%	-3%	0%	-0.2%	-7	6%	-2%
Cc1nc2c(-c3ccc(F)cc3)c(C)nn2c(C)c1CCC(=O)Nc1ccc(F)cc1F	6%	2%	5%	0%	0%	6%	5%	-0.2%	-4	1%	1%
Cc1ccc(C)c(C(=O)c2c(C)nc3sccn23)c1	-5%	3%	-1%	-5%	-4%	-8%	1%	0.3%	1	-5%	17%
CCOc1ccc(NC(=O)CN2CCN(CC(=O)Nc3ccc(N(C)C)cc3)CC2)cc1	2%	-1%	3%	5%	-1%	?	-1%	-0.4%	-3	-57%	-3%
CCN1CCCC1CNC(=O)c1ccc(CS(=O)(=O)c2ccccc2C)o1 (configuration not stated)	0%	-5%	2%	16%	14%	0%	0%	-0.6%	21	3%	12%
CC(C)NC(=O)COC(=O)c1ccc(O)cc1	3%	-6%	-1%	1%	-4%	?	0%	0.1%	0	5%	-2%
CN1C(=O)c2ccccc2N(C)C1c1ccc(F)cc1 (configuration not stated)	-3%	-1%	7%	-10%	0%	4%	1%	-0.2%	-1	5%	0%
COc1ccccc1Oc1coc2c(CN3CCOCC3)c(O)ccc2c1=O	0%	0%	-1%	5%	3%	-8%	1%	0.0%	-4	2%	-1%
COCCNC(=O)C1CCCN(c2ncccn2)C1 (configuration not stated)	.	-13%	-3%	-11%	-8%	14%	3%	-0.2%	8	6%	1%
CCCn1c(N)c(C(=O)CSc2nnc(C)n2Cc2ccccc2)c(=O)n(C)c1=O	-7%	-5%	?	6%	-6%	-21%	5%	-0.5%	-2	0%	-1%
CC(=O)C1=C(O)C(=O)N(c2ccc(C)cc2)C1c1ccccn1 (configuration not stated)	2%	-6%	7%	7%	-3%	?	4%	0.4%	3	-1%[46.1 µM]	1%
O=C1NC(=S)N(c2cccc(Cl)c2)C12CCCCC2	1%	-2%	8%	-2%	-1%	-1%	-2%	-0.5%	-4	6%[46.1 µM]	2%
O=C(CCc1ccccc1)Nc1ccc(NC(=O)c2ccco2)cc1	-11%	-9%	?	-6%	-5%	8%	0%	-1.2%	-12	2%	2%
